IDH1 R132H inh – inhibitors of IDH1 R132H reductase, primary screen, biochemical, plate reader, single point; Isocitrate dehydrogenase [NADP] cytoplasmic (Homo sapiens), O75874; diaphorase/resazurin fluorescence, 60 min; inhibition, % at 10 µM; 70,000 tested, 0.18% active; in the data active means inhibition above about 34%;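 further: 0% = DMSO and 100% = no enzyme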
Target sequence (O75874 whole entry R132H): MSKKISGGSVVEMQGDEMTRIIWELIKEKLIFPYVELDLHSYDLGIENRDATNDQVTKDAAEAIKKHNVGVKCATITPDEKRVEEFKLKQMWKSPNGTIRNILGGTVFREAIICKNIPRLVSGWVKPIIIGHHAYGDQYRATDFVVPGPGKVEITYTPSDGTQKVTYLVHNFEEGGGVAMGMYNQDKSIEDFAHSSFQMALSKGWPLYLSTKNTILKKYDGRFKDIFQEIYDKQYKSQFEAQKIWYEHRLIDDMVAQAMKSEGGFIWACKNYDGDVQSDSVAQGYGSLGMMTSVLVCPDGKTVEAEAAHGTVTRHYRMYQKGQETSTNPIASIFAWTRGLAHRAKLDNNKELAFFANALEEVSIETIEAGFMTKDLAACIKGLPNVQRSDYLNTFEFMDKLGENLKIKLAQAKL
PRC2 inh – EZH2/PRC2 methyltransferase inhibitors, primary screen, biochemical, DELFIA time-resolved fluorescence, single point; PRC2 H3K27 methylation, DELFIA TRF, 1 h; 57,000 tested, 0.35% active; Histone-lysine N-methyltransferase EZH2 (Homo sapiens), Q15910; AID 651548, 2012; inhibition, % at 12.5 µM;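 active means mean inhibition of replicates at least 50% and every single replicate also reaching 50%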;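 further: dimethyl H3K27 on biotinylated H3 21-44 peptide detected by antibody; plate controls were median neutral control wells for no effect and median positive control wells for full effect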
An asterisk follows results filed as active; x = not tested or not shown; & = joins results of further samples. A portion of the library, so the mix of outcomes need not match the whole.

SMILES	IDH1 R132H inh	PRC2 inh
C[C@H](O)C#Cc1cnc2c(c1)C(=O)N([C@H](C)CO)C[C@H](C)[C@@H](CN(C)C(=O)Nc1ccc(C(F)(F)F)cc1)O2	0.3	-0.5
CCC(=O)N1C[C@H](C)[C@H](OC)CN(C)C(=O)c2cc(NC(=O)COC)ccc2OC[C@H]1C	-0.1	5.8
COc1ccc(S(=O)(=O)N[C@@H]2C=C[C@H](CC(=O)NCc3ccccc3F)O[C@H]2CO)cc1	-0.1	-1.8
C[C@@H]1CN([C@@H](C)CO)S(=O)(=O)c2ccc(C#CC3CC3)cc2O[C@@H]1CN(C)Cc1cccnc1	2.1	10.7
CCCNC(=O)Nc1ccc2c(c1)OC[C@@H](C)N(C(=O)C1CCC1)C[C@@H](C)[C@H](OC)CN(C)C2=O	0.3	-6.3
C[C@@H]1CN([C@H](C)CO)C(=O)c2cc(-c3ccccc3F)cnc2O[C@H]1CN(C)C(=O)C1CCOCC1	-4.0	-1.1
Cc1nc(SCC(=O)Nc2ccc(Br)cc2)n[nH]1	0.0	-8.2
CCCNC(=O)N(C)C[C@H]1Oc2ncc(C3=CCCCC3)cc2C(=O)N([C@H](C)CO)C[C@@H]1C	x	7.8
C[C@@H]1CN([C@H](C)CO)C(=O)c2cc(NS(=O)(=O)c3cn(C)cn3)ccc2O[C@H]1CN(C)Cc1ccc(C(F)(F)F)cc1	x	-2.5
Cc1ccc(S(=O)(=O)N[C@@H]2CC[C@@H](CC(=O)O)O[C@H]2CO)cc1	-0.1	-7.5
COc1cccc(S(=O)(=O)Nc2ccc3c(c2)OC[C@@H](C)N(C(=O)Cc2cccnc2)C[C@@H](C)[C@@H](OC)CN(C)C3=O)c1	x	5.2
COc1ccccc1NC(=O)N[C@@H]1CC[C@@H](CCNC(=O)c2ccc3c(c2)OCO3)O[C@H]1CO	-0.1	-6.8
C[C@@H]1CCCCO[C@H](CN(C)Cc2ccc3c(c2)OCO3)[C@H](C)CN([C@H](C)CO)C(=O)c2cc(NS(C)(=O)=O)ccc2O1	5.0	11.5
C[C@@H]1CN([C@@H](C)CO)C(=O)c2cc(C3=CCCC3)cnc2O[C@H]1CN(C)C(=O)Nc1ccc(C(F)(F)F)cc1	1.8	-28.1
Cc1cc(C(F)(F)F)nc(SCC(=O)Nc2sc3c(c2C#N)CCCC3)n1	0.0	16.0
O=c1[nH]c(CSc2nnc(-c3cccnc3)n2C2CCCCC2)nc2ccccc12	0.9	-4.7
COc1ccc(-c2cnc3c(c2)C(=O)N([C@H](C)CO)C[C@@H](C)[C@H](CN(C)Cc2ccccc2)O3)cc1	-0.3&-0.3	x
CO[C@H]1CN(C)C(=O)c2ccc(NS(=O)(=O)c3cn(C)cn3)cc2OC[C@H](C)N(Cc2cccc(F)c2)C[C@H]1C	0.0	-8.2
CC(C)C#Cc1ccc2c(c1)O[C@@H](CN(C)C)[C@@H](C)CN([C@@H](C)CO)S2(=O)=O	-5.9	-3.5
C[C@H](CO)N1C[C@H](C)[C@@H](CN(C)C(=O)C2CCCCC2)Oc2ncc(C#CC3(O)CCCC3)cc2C1=O	-0.7	x
COC(=O)c1cc(NC(=O)Cc2ccccc2[N+](=O)[O-])ccc1Cl	-0.4	1.9
C[C@H](CO)N1C[C@H](C)[C@H](CN(C)Cc2ccc(Cl)c(Cl)c2)Oc2ccc(NC(=O)c3ccncc3)cc2C1=O	0.0	-5.2
O=C(CCN1CCCCC1)NCC[C@@H]1CC[C@@H](NC(=O)C2CCC2)[C@H](CO)O1	0.5	-0.2
C[C@H](CO)N1C[C@H](C)[C@H](CN(C)Cc2ccc(C(F)(F)F)cc2)Oc2ccc(NC(=O)c3ccncc3)cc2C1=O	0.1	2.4
CC(=O)c1cccc(NC(=O)C(C)N2C(=O)C3C4C=CC(C5CC45)C3C2=O)c1 (stereo not given)	0.0	-5.3
COCC(=O)N(C)C[C@H]1Oc2ncc(-c3ccccc3C)cc2C(=O)N([C@@H](C)CO)C[C@@H]1C	-0.6	-5.6
CCCNC(=O)C[C@H]1C[C@H]2c3cc(NS(=O)(=O)c4ccc(F)cc4)ccc3O[C@H]2[C@@H](CO)O1	-0.9	-1.4
C[C@@H]1CN([C@H](C)CO)C(=O)Cc2cc(NC(=O)Nc3cccc4ccccc34)ccc2O[C@@H]1CN(C)S(=O)(=O)c1ccc(Cl)cc1	-1.5	x
O=C(C[C@H]1C[C@@H]2c3cc(NC(=O)NC4CCCC4)ccc3O[C@@H]2[C@H](CO)O1)NCc1ccccc1	0.3	13.3
C[C@H](O)C#Cc1cnc2c(c1)C(=O)N([C@H](C)CO)C[C@H](C)[C@@H](CN(C)Cc1cccc(F)c1)O2	-1.1	16.4
Cc1ccc(S(=O)(=O)N(C)C[C@H]2Oc3ccc(NC(=O)CCCCCC(=O)Nc4ccccc4N)cc3CC(=O)N([C@H](C)CO)C[C@@H]2C)cc1	-0.4	x
CC(=O)SCC(Cc1ccccc1)C(=O)NCC(=O)OCc1ccccc1 (stereo not given)	-0.8	x
C[C@H]1CN([C@@H](C)CO)C(=O)c2cc(C3=CCCC3)cnc2O[C@H]1CN(C)C(=O)Nc1ccc(C(F)(F)F)cc1	x	-17.9
COc1ccccc1-c1cn(CC[C@@H]2CC[C@@H](NC(=O)C3CCCCC3)[C@H](CO)O2)nn1	0.4	24.3
Cc1noc(C)c1NC(=O)N(C)C[C@H]1OCCCC[C@@H](C)Oc2ccc(NC(=O)NC(C)C)cc2C(=O)N([C@@H](C)CO)C[C@H]1C	-7.6	x
CO[C@@H]1CN(C)C(=O)c2cc(NC(=O)Nc3ccccc3F)ccc2OC[C@H](C)N(Cc2ccccc2C(=O)O)C[C@@H]1C	-0.4	1.9
C[C@@H]1CN([C@H](C)CO)C(=O)c2cc(C#Cc3cccnc3)cnc2O[C@@H]1CN(C)C(=O)CN(C)C	0.3	4.0
Cc1nc2ccccc2nc1CSc1nc2ccccc2s1	0.1	-0.5
O=S(=O)(NCC[C@@H]1CC[C@H](NS(=O)(=O)c2cccc(Cl)c2)[C@@H](CO)O1)c1cccc(F)c1	-0.5	-6.8
CO[C@H]1CN(C)C(=O)c2cc(NC(C)=O)ccc2OC[C@@H](C)N(Cc2ccc(F)cc2)C[C@H]1C	0.1	1.9

Overlap with the part before: six compounds; new compounds follow.
SMILES	IDH1 R132H inh	PRC2 inh
Cc1noc(C)c1NC(=O)N(C)C[C@H]1OCCCC[C@@H](C)Oc2ccc(NC(=O)NC(C)C)cc2C(=O)N([C@@H](C)CO)C[C@H]1C	-7.6	x
CO[C@@H]1CN(C)C(=O)c2cc(NC(=O)Nc3ccccc3F)ccc2OC[C@H](C)N(Cc2ccccc2C(=O)O)C[C@@H]1C	-0.4	1.9
C[C@@H]1CN([C@H](C)CO)C(=O)c2cc(C#Cc3cccnc3)cnc2O[C@@H]1CN(C)C(=O)CN(C)C	0.3	4.0
Cc1nc2ccccc2nc1CSc1nc2ccccc2s1	0.1	-0.5
O=S(=O)(NCC[C@@H]1CC[C@H](NS(=O)(=O)c2cccc(Cl)c2)[C@@H](CO)O1)c1cccc(F)c1	-0.5	-6.8
CO[C@H]1CN(C)C(=O)c2cc(NC(C)=O)ccc2OC[C@@H](C)N(Cc2ccc(F)cc2)C[C@H]1C	0.1	1.9
CCCC(=O)Nc1ccc2c(c1)OC[C@H](C)N(CC1CCCC1)C[C@H](C)[C@H](OC)CN(C)C2=O	-0.4	-6.2
CCC(=O)N1C[C@H](C)[C@H](OC)CN(C)C(=O)c2cc(NS(C)(=O)=O)ccc2OC[C@@H]1C	0.1	-7.7
O=S(=O)(N[C@H]1CC[C@@H](CCn2cc(-c3ccc(F)cc3)nn2)O[C@H]1CO)c1ccccc1F	-0.1	-10.1
COc1cccc(-c2ccc3c(c2)O[C@H](CN(C)Cc2cccnc2)[C@@H](C)CN([C@@H](C)CO)S3(=O)=O)c1	4.4	x
C[C@H]1CCCCO[C@H](CN(C)C(=O)CCC(F)(F)F)[C@@H](C)CN([C@@H](C)CO)C(=O)c2cc(NC(=O)Nc3ccc4c(c3)OCO4)ccc2O1	0.0	x
O=C(N[C@H]1CC[C@@H](CC(=O)N2CCc3ccccc3C2)O[C@@H]1CO)C1CCC1	0.1	-8.6
C[C@H](CO)N1C[C@H](C)[C@@H](CN(C)C(=O)CN(C)C)Oc2ncc(C#Cc3ccccc3)cc2C1=O	-0.2	x
O=C(C[C@@H]1CC[C@@H](NC(=O)CN2CCOCC2)[C@H](CO)O1)NC1CCC1	0.4	3.4
Cc1cc(C)n2nc(NCc3cccc([N+](=O)[O-])c3)nc2n1	-0.4	x
COC(=O)c1ccccc1NC(=O)c1ccc(NC(=O)CSc2ccc(C)cc2)cc1	0.3	36.8
O=C(NCc1ccc(F)cc1)[C@H]1C[C@H]2C(=O)NCC(=O)N2[C@H]1c1cccc(OCCO)c1	0.1	9.6
C[C@@H]1CCCCO[C@@H](CN(C)C)[C@@H](C)CN([C@H](C)CO)C(=O)c2cc(N(C)C)ccc2O1	0.9	0.7
O=C(Nc1cc(F)ccc1F)N[C@H]1CC[C@H](CCn2cc(C3CC3)nn2)O[C@@H]1CO	0.2	1.0
C[C@@H]1CN([C@@H](C)CO)C(=O)c2cc(NC(=O)Cn3cnnn3)ccc2O[C@@H]1CN(C)CC1CCCCC1	0.5	x
C[C@@H]1CN([C@H](C)CO)C(=O)CCCn2nncc2CO[C@H]1CN(C)S(=O)(=O)c1ccc2c(c1)OCCCO2	-3.8	x
C[C@H](CO)N1C[C@H](C)[C@H](CN(C)C(=O)c2ccccc2F)Oc2ncc(-c3ccccc3)cc2C1=O	0.3	11.0
C[C@H]1CN([C@@H](C)CO)C(=O)c2cc(-c3cncnc3)cnc2O[C@@H]1CN(C)C(=O)c1ccccc1F	-5.5	1.9
CO[C@@H]1CN(C)C(=O)c2ccc(NS(=O)(=O)c3cccc(C)c3)cc2OC[C@@H](C)N(Cc2cc(F)ccc2F)C[C@H]1C	0.2	8.7
CN(C)CC(=O)Nc1ccc2c(c1)[C@@H]1C[C@H](CC(=O)NCc3ccc4c(c3)OCO4)O[C@@H](CO)[C@@H]1O2	0.8	-3.6
C[C@H]1CN([C@@H](C)CO)C(=O)Cc2cc(NC(=O)Cn3cnnn3)ccc2O[C@@H]1CN(C)S(=O)(=O)c1ccccc1	-10.5	x

A different layout for 2 compounds above:
C[C@H]1CN([C@@H](C)CO)C(=O)c2cc(-c3cncnc3)cnc2O[C@@H]1CN(C)C(=O)c1ccccc1F
  IDH1 R132H inh = -5.5
  PRC2 inh = 1.9
CO[C@@H]1CN(C)C(=O)c2ccc(NS(=O)(=O)c3cccc(C)c3)cc2OC[C@@H](C)N(Cc2cc(F)ccc2F)C[C@H]1C
  IDH1 R132H inh = 0.2
  PRC2 inh = 8.7

Later entries
SMILES	IDH1 R132H inh	PRC2 inh
C[C@@H]1CCCCO[C@H](CN(C)C)[C@H](C)CN([C@H](C)CO)C(=O)c2cc(N(C)C)ccc2O1	-2.2	-9.1
O=C(C[C@H]1C[C@H]2c3cc(NC(=O)NC4CCCCC4)ccc3O[C@H]2[C@@H](CO)O1)NCc1cccnc1	-0.2	-29.1
CCn1c2ccccc2c2cc(NC(=O)CSc3nnnn3-c3ccccc3)ccc21	0.9	-2.2
O=C(C[C@H]1CC[C@H](NC(=O)Nc2ccc3c(c2)OCO3)[C@H](CO)O1)NCCCN1CCOCC1	0.4	2.2
Cc1ccc(NC(=O)CSCc2n[nH]c(=O)[nH]2)c(Br)c1	0.1	x
CC1CCC2(C)C(CC(O)C(O)C2(O)CO)C1(C)CCc1ccoc1 (stereo not given)	3.1	-9.2
Cc1noc(C)c1NC(=O)N(C)C[C@@H]1OCCCC[C@@H](C)Oc2ccc(NC(=O)c3ccccc3)cc2C(=O)N([C@H](C)CO)C[C@@H]1C	3.9	x
CNC[C@H]1OCCCC[C@H](C)Oc2ccc(NC(=O)NC3CCCCC3)cc2C(=O)N([C@@H](C)CO)C[C@@H]1C	x	-4.7
C[C@@H]1CN([C@@H](C)CO)C(=O)c2cc(NS(C)(=O)=O)ccc2O[C@@H](C)CCCCO[C@@H]1CN(C)Cc1ccccc1	-0.3	-12.2
COC(=O)c1ccccc1NC(=O)CSc1n[nH]c(C)n1	-0.4	-13.0
C[C@@H]1CN([C@@H](C)CO)C(=O)c2cccc(NS(=O)(=O)c3ccc(Cl)cc3)c2O[C@H]1CN(C)S(=O)(=O)c1cn(C)cn1	1.7	x
C[C@H]1CCCCO[C@@H](CN(C)Cc2ccncc2)[C@@H](C)CN([C@@H](C)CO)C(=O)c2cc(N(C)C)ccc2O1	-0.5	-1.0
Cc1ccc(NC(=O)COc2ccccc2Cl)c([N+](=O)[O-])c1	-0.3	0.0
C[C@@H]1CN([C@@H](C)CO)C(=O)c2cc(NC(=O)CCCN(C)C)ccc2O[C@H]1CN(C)Cc1ccc(Cl)c(Cl)c1	x	-3.2
Cc1noc(C)c1NC(=O)Nc1ccc2c(c1)C(=O)N([C@@H](C)CO)C[C@@H](C)[C@@H](CN(C)Cc1ccccc1)O2	5.5	31.2
CC(C)NC(=O)N(C)C[C@@H]1Oc2ccc(NC(=O)C3CC3)cc2C(=O)N([C@H](C)CO)C[C@H]1C	0.6	13.7
CO[C@@H]1CN(C)C(=O)c2ccc(NC(=O)Nc3ccccc3Cl)cc2OC[C@@H](C)N(Cc2ccccc2C(=O)O)C[C@H]1C	-0.1	10.9
Cc1ccc(NC(=O)CN(c2cccc(F)c2)S(C)(=O)=O)cc1Cl	0.4	-4.1
Cc1noc(C)c1NC(=O)Nc1ccc2c(c1)C(=O)N([C@@H](C)CO)C[C@H](C)[C@H](CN(C)Cc1ccc(-c3ccccc3)cc1)O2	x	-9.7
CC/C(=C(\c1ccccc1)c1ccc(OCCN(C)C)cc1)c1ccccc1	1.8	10.9

Screening data from PubChem BioAssay.
